FXN GAA850 act: increases GAA850 frataxin promoter reporter activity; HEK293 lucGAA850 FXN promoter luciferase reporter, 24 h; percent of 10 µM SAHA response; activation, % at 6 µM; 360,000 compounds, 0.56% hits;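 active = activation above the average of all compounds screened plus 3 SD, cutoff fixed separately per campaign, cut at about 7.5% in these data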;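 also: 0% = DMSO wells and 100% = 10 µM SAHA wells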
hgDAF12 agonist: activates the H. glycines DAF-12 receptor ligand-binding domain; 370,000 compounds, 1.8% hits; AID 687014; activation, % at 6.8 µM; HEK293 GAL4-hgDAF12 UAS-luciferase reporter, agonist luminescence; normalized to butyrate control;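 active = activation above a cutoff set at the mean of all screened compounds plus 3 SD, cut at about 10% in these data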;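 also: 0% = DMSO wells and 100% = sodium butyrate wells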
GC-B act: GC-B (human) receptor activation; P20594; HEK293-GC-B cells, CNP EC30, cGMP TR-FRET; 0% at EC30 CNP, 100% saturating CNP; activation, % at 10 µM; 370,000 compounds, 0.11% hits; AID 1920062;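 active = activation at 10 µM reaching about 35% in either raw or pattern-adjusted values, limit read from the data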
hcDAF12 agonist: activators of H. contortus DAF-12 nuclear receptor. AID 652067. HEK293 hcDAF-12 lit1-tk-luc reporter, luminescence; 0% DMSO, 100% Δ7-dafachronic acid. 370,000 compounds, 1.4% hits. activation, % at 6.8 µM;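 active = activation above the mean of all tested compounds plus 3 SD, cut at about 5.5% in these data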;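 also: 100% = response to 3 µM Δ7-dafachronic acid high control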
ADAM10 inh: inhibitors of human ADAM10; O14672; inhibition, % at 7 µM; AID 720582; recombinant ADAM10, EDANS/DABCYL FRET peptide cleavage, 3 h; 370,000 compounds, 0.62% hits;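 active = inhibition above a per-campaign cutoff equal to the mean of compounds falling between control-based bounds plus 3 SD, cut at about 20% in these data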;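 also: 0% = DMSO wells while the 100% control is not disclosed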
DAX1 inh-1: NR0B1 (DAX1) inhibition; AID 504766; inhibition, % at 6.75 µM; 340,000 compounds, 0.99% hits; P51843; HEK293 Gal4-DAX1 luciferase reporter, luminescence;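 active = inhibition above the mean over all tested compounds plus 3 SD, cut at about 4.2% in these data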;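 also: 0% = DAX1-transfected cells with DMSO and 100% = empty-vector control cells with DMSO; inhibition shows as a rise in luminescence from relieved DAX1 repression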
Target sequence (P51843 207-470 limits assumed): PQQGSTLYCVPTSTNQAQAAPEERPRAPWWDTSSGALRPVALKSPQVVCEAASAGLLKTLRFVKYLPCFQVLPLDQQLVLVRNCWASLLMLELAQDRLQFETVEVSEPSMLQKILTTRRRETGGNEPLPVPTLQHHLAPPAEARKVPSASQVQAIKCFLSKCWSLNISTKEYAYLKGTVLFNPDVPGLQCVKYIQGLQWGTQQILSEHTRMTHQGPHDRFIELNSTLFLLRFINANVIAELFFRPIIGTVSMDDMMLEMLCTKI
SMARCA2 activ: SMARCA2 function activation, primary screen; MG213 cells, MMTV-luciferase reporter, dexamethasone, overnight; activation, % at 9.1 µM; 370,000 compounds, 1% hits; in the data active = activation above about 7.8%;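 also: 0% = vehicle wells and 100% = reference activator wells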
NPR1 activator: GC-A (human) enzyme activation; P16066; HEK293 GC-A cells, cGMP TR-FRET, EC30 ANP; 0% at EC30 ANP, 100% saturating ANP; activation, % at 10 µM; 370,000 compounds, 0.14% hits; AID 1671463; in the data active = activation above about 40%
DAX1 inh-2: blocks DAX1 repression of SF-1 activated StAR promoter; 370,000 compounds, 1.1% hits; AID 652010; inhibition, % at 6.8 µM; HEK293T StAR-luciferase reporter, SF-1/DAX-1 repression relief;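 active = inhibition above the mean over all tested compounds plus 3 SD, cut at about 3.6% in these data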;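 also: 0% = DAX-1 cells with DMSO and 100% = cells lacking DAX-1 with DMSO; higher inhibition means more luminescence from relief of DAX-1 repression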
ssDAF12 agonist: activates DAF-12 receptor from parasite S. stercoralis; activation, % at 6.8 µM; HEK293 ssDAF-12/GRIP1 lit1-tk-luc reporter, luminescence; % of 3 µM dafachronic acid response; 370,000 compounds, 1% hits;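 active = activation above the mean over all tested compounds plus 3 SD, cut at about 0.9% in these data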;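 also: 0% = DMSO-only wells and 100% = 3 µM delta7-dafachronic acid wells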
HGIII-sPLA2 inh: Inhibits HGIII-sPLA2 liposome hydrolysis, primary screen; inhibition, % at 12.2 µM; Q9NZ20; QFRET BODIPY PC-A2 liposome hydrolysis, fluorescence; 370,000 compounds, 0.56% hits;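 active = inhibition above mean plus 3 SD of compounds lying within the high and low control bounds, cut at about 19% in these data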;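 also: 0% = median of test compound wells and 100% = no enzyme DMSO wells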
Target sequence (Q9NZ20 whole entry, looked up): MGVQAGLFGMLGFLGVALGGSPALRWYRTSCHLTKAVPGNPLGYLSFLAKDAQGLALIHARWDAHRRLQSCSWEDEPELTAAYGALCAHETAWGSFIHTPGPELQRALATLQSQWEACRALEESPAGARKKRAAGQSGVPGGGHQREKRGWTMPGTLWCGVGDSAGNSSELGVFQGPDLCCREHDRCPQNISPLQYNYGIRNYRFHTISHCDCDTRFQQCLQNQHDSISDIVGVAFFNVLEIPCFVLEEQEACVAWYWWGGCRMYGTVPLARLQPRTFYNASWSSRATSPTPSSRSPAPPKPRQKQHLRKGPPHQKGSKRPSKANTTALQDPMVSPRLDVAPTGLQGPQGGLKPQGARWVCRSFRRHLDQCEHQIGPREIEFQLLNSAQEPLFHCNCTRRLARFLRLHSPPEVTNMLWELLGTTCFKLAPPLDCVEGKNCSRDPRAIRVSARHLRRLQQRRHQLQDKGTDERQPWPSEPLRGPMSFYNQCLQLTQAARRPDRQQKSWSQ
* marks the source's active call; other numbers are inactive results; x = no result given.

Results follow in this order: FXN GAA850 act | hgDAF12 agonist | GC-B act | hcDAF12 agonist | ADAM10 inh | DAX1 inh-1 | SMARCA2 activ | NPR1 activator | DAX1 inh-2 | ssDAF12 agonist | HGIII-sPLA2 inh
CC(C)CCOP(=O)(c1ccc(N(C)C)cc1)C(Nc1ccccc1)c1ccc(N(C)C)cc1 (configuration not stated)
 : -0.2 | 1.4 | 9 | -0.1 | -1 | 2.5 | -3 | -3 | -0.2 | -0.9 | 4
CCOC(=O)N1CCC(=NNC(=O)Cn2ccc(C(F)(F)F)n2)CC1
 : -0.6 | 3.2 | 1 | -0.7 | 1 | 0.0 | 0 | 3 | -0.4 | -2.0 | -1
OCC1(Cc2ccccc2)CCCN(Cc2cn[nH]c2-c2ccccc2)C1 (configuration not stated)
 : 1.1 | -2.3 | -6 | -2.8 | -4 | -0.9 | -4 | -7 | 0.3 | -1.7 | -21
COc1ccccc1CNC(=O)COC(=O)c1ccc2c(=O)n3c(nc2c1)CCCCC3
 : 2.4 | 0.7 | -2 | 1.0 | -19 | 0.5 | 1 | -2 | 1.8 | -1.0 | -1
O=C(CN1CCCCC1)Nc1ccc(S(=O)(=O)N2CCOCC2)cc1
 : 0.8 | -0.8 | 2 | -1.8 | -1 | 0.1 | -4 | 2 | -0.1 | -1.0 | 1
COc1cccc2c(=O)c(C/C=C(/C)Cl)c(C)[nH]c12
 : -2.2 | -2.7 | -1 | -2.4 | -389 | -0.1 | 0 | -2 | -0.3 | -1.1 | 10
Cc1ccc(C(=O)Nc2nccs2)cc1
 : 5.3 | 12* | -2 | 12* | -5 | 2.1 | 5 | 0 | 6.6* | 2.4* | 3
c1coc(CN2CN=C(Nc3nc4ccccc4s3)NC2)c1
 : 2.5 | -0.8 | 2 | -0.2 | -2 | 1.7 | 1 | 3 | 0.9 | 0.3 | -3
COc1ccc(CNC(=O)[C@H](C)NC(=O)C2CCN(C(=O)[C@@H](N)CCSC)CC2)cc1
 : 0.1 | -1.2 | -9 | -1.2 | -7 | 4.4* | 1 | 0 | -0.1 | -1.7 | -4
COc1cccc(NC(=O)c2ccccc2NS(C)(=O)=O)c1
 : -0.4 | 0.2 | 3 | 0.0 | -20 | 0.2 | -1 | 3 | 0.0 | -1.5 | -3
C/C=C\C(=O)Nc1cccc(C2=NOC3(C2)C[C@H](C(N)=O)N(C(=O)Cc2ccc([N+](=O)[O-])cc2)C3)c1 (some centres not stated)
 : -1.9 | 3.4 | 5 | -0.6 | 3 | -0.1 | 1 | 2 | 0.0 | -1.8 | -10
COc1cc(-c2[nH]nc3c2C(c2ccco2)C(C#N)=C(N)O3)cc(OC)c1OC (configuration not stated)
 : 0.6 | -5.2 | 9 | -1.5 | -2 | 0.0 | -1 | 5 | -0.6 | -1.4 | -11
c1ccc(-c2nc(NCC3CCCO3)c3ccccc3n2)nc1 (configuration not stated)
 : -5.0 | -5.2 | -1 | -1.8 | -27 | -0.3 | -1 | 5 | -3.1 | -2.1 | 6
O=C(CSCc1cccc(Cl)c1)N1CCN(Cc2ccc3c(c2)OCO3)CC1
 : -1.7 | -0.4 | -9 | -2.6 | 10 | 0.6 | 1 | -7 | -0.3 | -0.9 | -8
O=C(NC1CCCCC1)C(c1cccnc1)N(CCc1ccccc1)C(=O)Cc1cccs1 (configuration not stated)
 : 0.9 | 0.0 | -6 | -1.3 | 1 | 0.5 | -3 | -9 | -0.1 | -0.7 | 3

8 successive records already listed, quoted:
Results follow in this order: FXN GAA850 act | hgDAF12 agonist | GC-B act | hcDAF12 agonist | ADAM10 inh | DAX1 inh-1 | SMARCA2 activ | NPR1 activator | DAX1 inh-2 | ssDAF12 agonist | HGIII-sPLA2 inh
Cc1ccc(C(=O)Nc2nccs2)cc1
 : 5.3 | 12* | -2 | 12* | -5 | 2.1 | 5 | 0 | 6.6* | 2.4* | 3
c1coc(CN2CN=C(Nc3nc4ccccc4s3)NC2)c1
 : 2.5 | -0.8 | 2 | -0.2 | -2 | 1.7 | 1 | 3 | 0.9 | 0.3 | -3
COc1ccc(CNC(=O)[C@H](C)NC(=O)C2CCN(C(=O)[C@@H](N)CCSC)CC2)cc1
 : 0.1 | -1.2 | -9 | -1.2 | -7 | 4.4* | 1 | 0 | -0.1 | -1.7 | -4
COc1cccc(NC(=O)c2ccccc2NS(C)(=O)=O)c1
 : -0.4 | 0.2 | 3 | 0.0 | -20 | 0.2 | -1 | 3 | 0.0 | -1.5 | -3
C/C=C\C(=O)Nc1cccc(C2=NOC3(C2)C[C@H](C(N)=O)N(C(=O)Cc2ccc([N+](=O)[O-])cc2)C3)c1 (some centres not stated)
 : -1.9 | 3.4 | 5 | -0.6 | 3 | -0.1 | 1 | 2 | 0.0 | -1.8 | -10
COc1cc(-c2[nH]nc3c2C(c2ccco2)C(C#N)=C(N)O3)cc(OC)c1OC (configuration not stated)
 : 0.6 | -5.2 | 9 | -1.5 | -2 | 0.0 | -1 | 5 | -0.6 | -1.4 | -11
c1ccc(-c2nc(NCC3CCCO3)c3ccccc3n2)nc1 (configuration not stated)
 : -5.0 | -5.2 | -1 | -1.8 | -27 | -0.3 | -1 | 5 | -3.1 | -2.1 | 6
O=C(CSCc1cccc(Cl)c1)N1CCN(Cc2ccc3c(c2)OCO3)CC1
 : -1.7 | -0.4 | -9 | -2.6 | 10 | 0.6 | 1 | -7 | -0.3 | -0.9 | -8

Remaining list, next part.
Results follow in this order: FXN GAA850 act | hgDAF12 agonist | GC-B act | hcDAF12 agonist | ADAM10 inh | DAX1 inh-1 | SMARCA2 activ | NPR1 activator | DAX1 inh-2 | ssDAF12 agonist | HGIII-sPLA2 inh
O=C(CCn1nc(-c2ccccc2)c2ccccc2c1=O)N1CCN(c2ccccc2)CC1
 : -0.7 | 1.5 | -16 | -0.4 | 12 | -0.3 | -3 | -17 | -0.6 | -1.3 | -7
O=C(NCCc1ccccc1)c1cc(-c2ccccc2)c(N2CCOCC2)s1
 : -1.7 | -4.0 | 5 | -0.3 | -3 | -2.9 | 0 | 11 | -0.8 | -1.3 | -7
CSc1ccc(/C=C(/NC(=O)c2ccccc2)C(=O)NCCCn2ccnc2)cc1
 : 1.1 | 0.6 | -6 | 0.0 | 12 | 2.2 | 1 | -1 | 0.1 | -1.2 | -3
COc1ccc(/C=N\NC(=O)c2ccc(F)cc2)cc1COc1cc(F)ccc1[N+](=O)[O-]
 : 2.2 | 1.2 | -1 | -1.1 | -6 | -1.2 | -4 | -3 | -2.7 | -0.7 | -7
O=C(NCc1cccnc1)C(=O)Nc1ccc([N+](=O)[O-])cc1
 : 1.7 | 0.7 | 5 | -0.7 | 3 | 0.0 | -2 | -1 | 0.1 | -1.5 | 1
COC(=O)C1=C(C)N(C)C(=NCc2ccc(OC)cc2)NC1c1ccc(F)cc1 (configuration not stated)
 : x | 1.5 | 11 | -1.1 | -7 | x | -1 | -4 | -1.5 | -1.0 | 4
O=C(Nc1ccccc1N1CCCCC1)c1cccc([N+](=O)[O-])c1
 : 1.5 | -0.6 | -4 | 1.3 | 0 | -1.2 | -2 | 0 | -1.0 | -1.8 | -3
CCOc1ccc(NC(=O)CN(C)C(=O)CCNC(=O)c2ccco2)cc1OCC
 : 0.3 | 2.6 | 8 | -0.2 | -7 | -0.1 | -2 | 2 | 1.4 | -0.2 | 2
O=S(=O)(c1ccc(Cl)cc1)N1CCC2(CC1)OCCN2S(=O)(=O)c1cccs1
 : -0.1 | -0.3 | 4 | 0.4 | -1 | -1.2 | -2 | 1 | -0.4 | -1.5 | -6
Cc1ccc2nc3sc(C(=O)N4CCCc5ccccc54)c(N)c3cc2c1
 : -2.5 | -0.8 | -6 | 0.3 | -3 | 0.1 | 1 | 10 | 0.6 | 0.0 | 2
O=C(Oc1ccccc1Cl)c1ccc(N2CCOCC2)c([N+](=O)[O-])c1
 : -1.1 | 3.0 | 4 | 1.2 | 1 | 0.2 | 0 | 8 | 0.1 | -1.8 | -3
COc1cc2c3c(c1OC)C1(C=CC(=NO)C=C1)CC3N(C(C)=O)CC2 (configuration not stated)
 : 1.7 | -0.9 | 0 | -0.3 | -10 | -0.6 | -4 | -1 | 0.1 | -1.3 | 9
COc1ccc(C2C(C#N)=C(N)Nc3onc(C(C)(C)C)c32)c(OC)c1 (configuration not stated)
 : -1.0 | 1.1 | -10 | -3.3 | 8 | -0.8 | -4 | -14 | 1.4 | -1.8 | 2
O=C(CCC(=O)Nc1ccccc1Cl)NNC(=S)Nc1ccccc1C(F)(F)F
 : -0.2 | 2.7 | -3 | -0.8 | 28* | 0.2 | 2 | -1 | -0.9 | -1.4 | 10
Cc1nn(CCCC(=O)O)c(C)c1[N+](=O)[O-]
 : -0.8 | -3.0 | 3 | -0.6 | 0 | 0.6 | 2 | 3 | 0.7 | -0.7 | 14

Continuation:
structure	FXN GAA850 act	hgDAF12 agonist	GC-B act	hcDAF12 agonist	ADAM10 inh	DAX1 inh-1	SMARCA2 activ	NPR1 activator	DAX1 inh-2	ssDAF12 agonist	HGIII-sPLA2 inh
Cc1cc(C)nc(Nc2ccc(Br)cc2C(=O)O)n1	0.0	1.3	-3	2.7	-7	-0.1	-1	-2	0.5	-0.8	-9
CC1(C)CC(=O)C2=C(C1)NCN(Cc1ccccc1)C2	-1.7	2.0	5	0.9	-7	1.0	-2	1	0.0	-0.6	-1
COC(=O)C1=C(C)N(Cc2ccc(Br)cc2)C(=S)NC1c1cccc(OC)c1 (configuration not stated)	x	0.5	-12	-1.5	5	x	-3	2	-1.5	-1.6	2
N#CCSc1nc2c(c(=O)n1Cc1ccco1)C1(CCCC1)Cc1ccccc1-2	3.5	0.0	5	-0.3	8	1.8	-1	2	0.2	-1.1	2
Oc1c(Br)cc(/C=N/Nc2ccc(Cl)nn2)cc1Br	0.2	-0.6	-5	0.9	3	1.1	-2	-5	-0.2	-0.5	11
Cc1ccc(-c2csc3ncn(CC(=O)N4CCOCC4)c(=O)c23)cc1	-2.2	1.2	3	-1.4	1	-0.9	-1	-5	-0.4	-0.9	-3

Source: PubChem
